NLRP3 yeast inh: inhibitors of NALP3 inflammasome in yeast | Yeast reconstituted NLRP3/ASC/caspase-1, beta-gal luminescence, 24 h | inhibition, % at 10 µM | hit rate 0.39% among 330,000 | AID 2825;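 active means inhibition of 50% or more; inactive means inhibition below 50%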;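 further: plate controls were induced DMSO wells for no effect and uninduced yeast grown without galactose for full effect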
TIM10 inh: inhibits growth of TIM10 yeast strain. AID 463195. S. cerevisiae TIM10 strain growth, BacTiter-Glo luminescence, 24 h. inhibition, % at 10 µM. hit rate 1.4% among 330,000;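 active means inhibition of 40% or more at the single tested concentration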;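 further: wild-type TIM10 isogenic control strain grown at permissive 25 °C; 0% = DMSO yeast wells and 100% = minimal medium wells without yeast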
Mdm2-MdmX inh: human Mdm2/MdmX binding inhibition; inhibition, % at 8 µM; O15151+Q00987; hit rate 3% among 330,000; SaOS-2 split-luciferase Mdm2/MdmX complementation, luminescence;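 active means inhibition of at least 50% at 8 µM in the primary screen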
APJ ag: APJ receptor agonism | P35414 | CHO-K1 APJ PathHunter beta-arrestin, luminescence; 0% DMSO wells, 100% apelin | activation, % at 20 µM | hit rate 0.11% among 330,000;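 active means activation more than six SD over the plate average, tested at 20 µM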;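 further: 0% = DMSO alone and 100% = apelin-13 at 10 nM; some results filed as inactive read as strong as hits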
Target sequence (P35414 whole entry, looked up): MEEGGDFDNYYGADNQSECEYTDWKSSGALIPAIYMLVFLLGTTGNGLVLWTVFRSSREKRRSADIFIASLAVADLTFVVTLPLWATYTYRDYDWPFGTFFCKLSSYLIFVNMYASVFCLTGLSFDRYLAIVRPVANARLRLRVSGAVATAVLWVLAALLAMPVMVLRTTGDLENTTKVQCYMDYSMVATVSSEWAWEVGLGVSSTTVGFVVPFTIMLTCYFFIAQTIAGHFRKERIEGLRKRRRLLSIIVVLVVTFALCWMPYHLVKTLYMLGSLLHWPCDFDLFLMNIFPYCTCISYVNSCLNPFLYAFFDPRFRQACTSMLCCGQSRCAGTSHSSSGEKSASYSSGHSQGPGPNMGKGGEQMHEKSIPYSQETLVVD
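Material: engineered CHO-K1 APJ arrestin reporter cells; amount: 1000 CHO-K1 reporter cells seeded per well; incubation: compound stimulation 90 min at 25 °C, detection 60 min; signal: luminescent beta-gal fragment complementation, chemiluminescent substrate; read-out basis: APJ agonist activity; controls: DMSO-only wells as negative, 10 nM Apelin-13 as positive control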
UPR CHOP act: activators of apoptotic arm of unfolded protein response (CHOP); CHO-CHOP luciferase reporter, UPR activation, luminescence; percent of tunicamycin response over DMSO baseline; activation, % at 10 µM; hit rate 0.34% among 330,000;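 active means at 10 µM dose, activation of 40% or more, normalized to positive control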;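 further: 100% = tunicamycin at 10 µg/mL and 0% = DMSO alone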
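Assay system: CHO-CHOP cells, stable luciferase reporter of PERK-eIF2a-CHOP signalling / Buffer or medium: F12 plus 10% serum / Compound dosing: one dose, 10 µM in 0.5% DMSO / Times: 6 h compound treatment, 37 °C / Technique: luciferase luminescence / Read-out: % reporter activation, DMSO baseline versus tunicamycin full activation / Benchmarks: tunicamycin and DMSO controls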
GRIN3A LBD mod: NR3A (human) ligand-binding domain modulation; NR3A LBD differential scanning fluorimetry, Tm shift; 0% = protein alone, 100% = glycine-bound protein; hit rate 2.5% among 340,000; Tm shift relative to glycine control, % at 25 µM;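 active means melting temperature shift of at least 10% of the positive control shift, at one fixed dose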
XBP1 UPR activ: activators of adaptive arm of unfolded protein response (XBP1) | CHO-XBP1 luciferase reporter, IRE1-XBP1 UPR activation, luminescence; percent of tunicamycin response, DMSO as zero | activation, % at 20 µM | hit rate 0.33% among 330,000 | AID 463104;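 active means versus positive control, 20 µM dose yields 30% or more activation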;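 further: 100% = tunicamycin at 10 µg/mL and 0% = DMSO only wells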
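assay system = CHO-XBP1 luciferase reporter cells | amount = 1000 cells/well | buffer or medium = F12 plus 10% FBS | compound dosing = single point, 20 µM final compound, 1% DMSO | incubation = 16-18 h cell attachment at 37 °C, then 6 h compound exposure | detection = Steady-Glo luminescence read | controls = tunicamycin 10 µg/mL and vehicle-only wells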
tim23-1 inh: growth inhibitors of tim23-1 mutant yeast; hit rate 1.3% among 330,000; S. cerevisiae tim23-1 growth, BacTiter-Glo luminescence, 24 h; AID 463212; inhibition, % at 20 µM;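 active means growth inhibition of the mutant yeast at or above 50%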;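 further: temperature-sensitive mutant grown at 25 °C; plate controls were DMSO-treated mutant yeast for no effect and medium wells lacking yeast for full effect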
tim10-1 inh: inhibits growth of tim10-1 mutant yeast. AID 463190. inhibition, % at 20 µM. S. cerevisiae tim10-1 ts strain growth, BacTiter-Glo, 24 h. hit rate 2.2% among 330,000;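 active means inhibition of at least 40%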;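 further: mutant grown at 25 °C; 0% = DMSO wells with yeast and 100% = wells holding no yeast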
* hit, by the source's call; · = no result given.

Molecule	NLRP3 yeast inh	TIM10 inh	Mdm2-MdmX inh	APJ ag	UPR CHOP act	GRIN3A LBD mod	XBP1 UPR activ	tim23-1 inh	tim10-1 inh
CCCCCC(=O)Nc1cccc(C2=NOC3(C2)C[C@@H](C(N)=O)N(C(=O)CC(c2ccccc2)c2ccccc2)C3)c1 (stereo partly specified)	12	-2	53*	10	3.2	1	-2	19	4
CCCCCCCCCCCCN1C/C(=C\C(=O)OCC)c2cc(C(F)(F)F)ccc2S1(=O)=O	24	-3	20	5	0.0	-1	3	20	-1
CC(=O)N1c2ccc(S(=O)(=O)N3CCOCC3)cc2CC1C (stereo unspecified)	11	3	4	-2	-1.4	-2	-4	-5	-4
COc1ccccc1NC(=O)COc1ccc(C(=O)OCC(=O)N(C(C)C)C(C)C)cc1OC	9	25	14	-3	-1.7	0	-1	23	22
CC(=O)N1CCN(C(=O)CCc2cc(C(C)(C)C)c(O)c(C(C)(C)C)c2)CC1	8	15	0	-4	5.3	-2	3	8	12
COc1ccc(C(C)=O)cc1CSc1nnc(-c2ccncc2)o1	20	-3	2	-2	-1.2	1	0	13	19
O=C(O)C(Nc1nc(C(F)(F)F)nc2ccccc12)c1ccccc1 (stereo unspecified)	14	-7	-4	-1	-3.0	1	-4	11	9
CN(C)c1ccc(CNCC2CCCO2)cc1 (stereo unspecified)	14	0	-24	-2	5.4	0	-2	13	4

Shown with values under each structure: entries from further up.
Every second line gives: NLRP3 yeast inh	TIM10 inh	Mdm2-MdmX inh	APJ ag	UPR CHOP act	GRIN3A LBD mod	XBP1 UPR activ	tim23-1 inh	tim10-1 inh
> CCCCCC(=O)Nc1cccc(C2=NOC3(C2)C[C@@H](C(N)=O)N(C(=O)CC(c2ccccc2)c2ccccc2)C3)c1 (stereo partly specified)
  12	-2	53*	10	3.2	1	-2	19	4
> CC(=O)N1c2ccc(S(=O)(=O)N3CCOCC3)cc2CC1C (stereo unspecified)
  11	3	4	-2	-1.4	-2	-4	-5	-4

Continued:
Molecule	NLRP3 yeast inh	TIM10 inh	Mdm2-MdmX inh	APJ ag	UPR CHOP act	GRIN3A LBD mod	XBP1 UPR activ	tim23-1 inh	tim10-1 inh
O=C(CCN1C(=O)c2ccccc2C1=O)NCCC1=CCCCC1	8	-10	1	-1	0.5	1	-2	9	10
O=C(O)[C@H](CSCc1ccccc1)NS(=O)(=O)c1ccc(F)cc1	6	-5	9	-3	1.1	-1	-1	2	11
CCCn1c(C)nnc1SCC(=O)NC1CCCCC1	4	7	-9	-3	-1.8	1	1	3	-3
CC(=O)Nc1ccc(NC(=O)CSc2ncnc3c2cnn3Cc2ccccc2)cc1	9	15	9	3	-1.1	4	-4	12	-30
O=C(NCCCNC(=O)c1cnccn1)c1cccc(F)c1	-7	11	12	-2	2.1	1	-1	5	-17
CCOC(=O)c1c(NC(=O)C2CCCO2)sc2c1CCC2 (stereo unspecified)	33	-6	30	-6	0.5	1	1	-12	5
Cc1cccc2nc(CSc3nc4[nH]ncc4c(=O)n3-c3cccc(Cl)c3)cc(=O)n12	-2	17	26	1	5.8	-3	7	0	11
Cc1ccc(S(=O)(=O)NCc2ccccc2)cc1C(=O)N(C)Cc1ccc(F)cc1	1	-1	-3	1	-2.1	1	-3	8	24
COc1ccccc1C(=O)NCCC(=O)Nc1ccc(S(=O)(=O)N2CCCC(C)C2)cc1 (stereo unspecified)	7	0	18	0	-2.0	1	-4	5	9
CCOC(=O)CS(=O)(=O)c1nc(-c2ccc(F)cc2)cc(C(F)(F)F)n1	13	30	100*	-1	-6.6	1	-11	69*	27
Cc1ccc(NC(=O)/C(Cl)=C/c2ccccc2)cc1C	36	25	-198	-2	1.4	-13	-1	39	5
O=C(O)COc1ccccc1/C=N/NC(=O)CSc1nnc(SCc2cccc3ccccc23)s1	-9	17	22	1	0.8	-10	-2	12	24
CCOC(=O)C1CCN(CC(=O)Nc2cc(S(=O)(=O)N3CCOCC3)ccc2C)CC1	1	-5	14	-3	-1.4	0	-3	19	4
COc1cccc(-c2c(NC(=O)c3ccco3)oc3ccccc3c2=O)c1	11	0	8	-2	0.7	-2	5	20	21
Cc1ccc(C(C[N+](=O)[O-])n2nc(C)cc2C)cc1 (stereo unspecified)	32	23	30	5	57*	1	55*	80*	53*
COc1cc(CNCCN2CCOCC2)ccc1OCc1c(Cl)cccc1Cl	-1	8	47	3	6.6	·	-2	3	9
CC[C@@]1(C(=O)OC)N[C@H](CN(C)C(=O)C2CCCCC2)[C@@H]2C(=O)N(C)C(=O)[C@@H]21	1	5	37	-6	-0.3	-1	3	8	6
COc1ccc2c(c1)oc1c(SCc3nc4ccccc4[nH]3)nc(C)nc12	36	-3	10	-1	4.5	-11	7	33	6
Cc1ccc(NCCc2ccc(C)nc2)cc1	8	5	-9	-4	0.5	-2	-2	-1	-1
Cc1ccc(NC(=O)COc2ccccc2C(N)=O)cc1S(=O)(=O)N1CCCCCC1	-2	13	5	9	4.0	-5	-1	10	7
NS(=O)(=O)c1cccc(NC(=O)CSc2nnc(-c3ccccc3)o2)c1	13	0	-20	2	0.8	-6	1	6	10
C=CCNC(=O)C1CCN(c2c([N+](=O)[O-])cc(C(F)(F)F)cc2[N+](=O)[O-])CC1	7	3	-2	-4	-0.4	-5	-1	-1	-9
CC(=O)NNC(=S)Nc1cc(S(=O)(=O)N(C)C)ccc1C	12	-1	9	-4	0.4	0	-4	4	17
Cc1nc2ccccn2c1C(=O)OCC#N	21	10	1	-3	3.0	4	2	-2	12
O=C(c1ccccc1Cl)N(C(=O)c1ccccc1Cl)c1nccc(-c2cccs2)n1	6	42*	16	-4	0.2	-1	-1	28	27
CCCCN1C(=O)c2ccc(C(=O)NCc3ccco3)cc2C1=O	4	1	-15	-3	2.6	-1	-4	13	-6
Cc1ccc(Cl)c(NC(=O)COC(=O)c2nn(C)c(=O)c3ccccc23)c1Cl	4	2	5	-2	-0.8	1	-2	3	4
Cc1cc(-c2n[nH]c(=S)n2Cc2ccco2)nn1C	20	7	3	4	2.1	-6	-1	2	12
CCC(=O)NC1=C(NC(C)c2ccccc2)C(=O)c2ccccc2C1=O (stereo unspecified)	7	9	8	2	-1.5	1	1	30	16
CCCCOP(=O)(c1ccc(N(C)C)cc1)C(O)c1ccncc1 (stereo unspecified)	15	1	5	-3	1.7	-1	-1	5	1
COC(=O)C1CCN(C(=O)C2CCN(C(=O)[C@@H](NS(=O)(=O)c3ccc(C)cc3)C(C)C)CC2)CC1	3	14	12	-3	8.7	0	-2	23	10
COc1ccc(-c2nn(-c3ccccc3)cc2C(=O)O)cc1OC	5	-15	4	-4	-0.3	1	1	-1	-7
O=C(COc1cc(O)c2c(=O)c3ccccc3oc2c1)OCc1ccccc1	3	3	-30	-1	-1.2	0	0	-1	4
COc1ccc(/C=N/n2cnc3scc(-c4cccs4)c3c2=O)cc1OC	1	14	4	-1	0.8	-5	4	14	8
Cc1ccc(S(=O)(=O)N2CCc3cc4c(cc3C2C)OCCCO4)cc1 (stereo unspecified)	3	-8	3	-1	2.2	-1	-5	33	22
NC(=O)c1ccc(NC(=O)COC(=O)CCN2C(=O)c3ccccc3C2=O)cc1	19	6	4	-1	-0.7	1	-1	8	0
CCOC(=O)c1c(C)[nH]c(C(=O)CN2C(=O)NC(C)(c3ccc4ccccc4c3)C2=O)c1C (stereo unspecified)	7	17	23	-1	-1.3	4	-2	-3	19
CN(C)c1ccc(/C=N/NC(=O)C2COc3ccccc3O2)o1 (stereo unspecified)	11	-4	9	-3	-0.9	0	4	12	3
COc1ccccc1NC(=O)C1CCCN1S(=O)(=O)c1ccc(Cl)cc1 (stereo unspecified)	8	-9	8	-5	0.4	1	-1	19	13
Cc1ccc(-n2nnc3c(=O)n(CC(=O)OCc4ccccc4)cnc32)cc1	11	-10	4	-2	0.5	-1	3	6	-14
COc1ccc(OC)c(-c2cc(C(=O)Nc3cccc(Cl)c3)no2)c1	23	3	-30	-5	2.3	-1	2	4	8
Nc1cc(=O)[nH]n1C1CCCC1	21	6	19	1	-1.1	-1	-3	-9	-6
CC1=NC(=O)C(N=Nc2cccc(C(=O)O)c2)N1c1ccccc1 (stereo unspecified)	5	-19	-36	-3	-7.9	5	-5	-3	0
CC(NCCCOc1cccc2ccccc12)c1ccccc1 (stereo unspecified)	38	22	58*	1	0.7	0	1	12	22
COc1cc(C2CC(=O)Oc3c2c(=O)n(C)c2ccccc32)cc(OC)c1OC (stereo unspecified)	3	8	0	-3	-0.3	-4	-5	1	2
CCCCc1c(O)nc2ccccn2c1=O	26	-1	16	0	2.3	-3	-1	9	9
CCN(CC)CCNc1nc2c(c(=O)[nH]c(=O)n2C)n1CC(O)COc1ccc(Cl)cc1Cl (stereo unspecified)	4	-6	9	-1	-1.1	0	-3	8	-2
CCCCOC(=O)CCc1c(C)n[nH]c1C	2	4	10	-5	0.8	-1	-4	9	-2
Cn1c(CNC(=O)c2ccccc2F)nnc1SCC(=O)c1ccccc1	0	6	-2	-2	1.4	3	-4	3	9
O=C(CCCn1c(=O)[nH]c2ccsc2c1=O)NCc1cccs1	-10	-14	-11	0	1.5	-1	-1	3	19
O=C1NCC(c2ccccc2)C1C(=O)N/N=C/c1ccc(Cl)s1 (stereo unspecified)	-15	9	-14	0	-1.2	4	0	17	27
Cc1oc(-c2ccccc2)cc1C(=O)NC1CCN(Cc2ccccc2)CC1	19	-24	10	-1	-0.6	-1	2	24	-14
O=C1NC[C@@H](Cc2ccc(O)cc2)N(CC2CCCCC2)C1=O	2	-7	-4	2	0.3	1	-1	14	3
CCN1C(Nc2ccccc2)=NC[C@@H]1Cc1ccccc1	12	9	21	-4	-1.1	-1	3	16	15
CC1Oc2ccccc2OC1C(=O)Nc1ccccn1 (stereo unspecified)	32	-17	5	7	-0.6	-4	-2	0	19
COc1ccc(NS(=O)(=O)c2ccc(C)c(C(=O)NCC(c3cccs3)N3CCOCC3)c2)cc1 (stereo unspecified)	-4	-5	27	-5	5.5	1	-1	-23	-16

The results go on:
Molecule	NLRP3 yeast inh	TIM10 inh	Mdm2-MdmX inh	APJ ag	UPR CHOP act	GRIN3A LBD mod	XBP1 UPR activ	tim23-1 inh	tim10-1 inh
Cc1cc(C)n(-c2ncc(-c3ccccc3)nn2)n1	27	-5	-25	-3	-0.3	1	6	17	3
CCN(CC(=O)Nc1ccc(NC(C)=O)cc1)C(=O)C1COc2ccccc2O1 (stereo unspecified)	7	-1	6	-4	-0.5	0	0	-5	-27
NC(=O)NCc1cccnc1	5	5	8	-3	-2.5	2	-4	7	6
CCOc1ccc(-c2nnn(CC#N)n2)cc1OC	28	-19	-4	-1	0.5	2	-1	-1	16
Cn1cc(C=O)c2cc(S(=O)(=O)N3CCOCC3)ccc21	14	-2	-15	2	2.7	5	0	19	-13
COc1ccc(NC(=O)CSc2cc(C)ccc2C)cn1	25	-3	15	-3	-0.2	5	1	16	-5

Screening data deposited in PubChem by Sanford-Burnham Center for Chemical Genomics.
